TNAP pNPP inh = human TNAP enzyme inhibitors, primary screen, biochemical, colorimetric, p-nitrophenol readout; 21,000 tested, under 10 active; Alkaline phosphatase, tissue-nonspecific isozyme (Homo sapiens), P05186; purified TNAP, pNPP hydrolysis, absorbance 405 nm; inhibition, % at 20 µM;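 also: 0% = DMSO only wells and 100% = 1 mM levamisole wells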
Target sequence (P05186 whole entry, looked up): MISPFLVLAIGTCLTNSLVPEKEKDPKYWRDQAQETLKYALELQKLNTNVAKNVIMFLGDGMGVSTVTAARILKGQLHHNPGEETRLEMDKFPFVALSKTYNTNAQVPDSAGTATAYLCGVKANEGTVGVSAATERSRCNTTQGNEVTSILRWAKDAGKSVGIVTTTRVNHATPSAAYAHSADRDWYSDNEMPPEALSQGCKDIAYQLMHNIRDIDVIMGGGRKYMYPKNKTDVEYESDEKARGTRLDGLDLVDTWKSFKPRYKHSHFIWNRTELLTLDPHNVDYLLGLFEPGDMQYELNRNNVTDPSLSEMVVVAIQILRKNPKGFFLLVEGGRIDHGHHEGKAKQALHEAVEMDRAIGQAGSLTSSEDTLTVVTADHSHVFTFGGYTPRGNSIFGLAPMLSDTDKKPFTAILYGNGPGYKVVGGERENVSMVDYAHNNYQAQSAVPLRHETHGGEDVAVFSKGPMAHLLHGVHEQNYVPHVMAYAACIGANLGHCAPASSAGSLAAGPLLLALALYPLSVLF
TNAP Pi inh = human TNAP enzyme inhibitors, primary screen, biochemical, colorimetric, phosphate release readout. Alkaline phosphatase, tissue-nonspecific isozyme (Homo sapiens), P05186. inhibition, % at 20 µM. 21,000 tested, under 10 active. purified TNAP, pNPP, malachite green phosphate absorbance
* = called active by the depositor.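 The calls were made as follows: active = inhibition above 50% at the 20 µM single-dose screen; inactive = the rest.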 A portion of the library; count on the stated rates, not on these rows.

SMILES | TNAP pNPP inh | TNAP Pi inh
O=C(Oc1oc(-c2ccco2)nc1C=Nc1ccccc1)c1ccoc1 | -2 | -2
S=c1[nH]nc(-c2ccco2)n1Cc1ccccc1 | -8 | -12
N#CC1=C(N)C(C#N)(C#N)[C@H](c2ccncc2)[C@H]2CN(C(=O)OCc3ccccc3)CC=C12 | 0 | 1
CCc1c(C)nc2cc(-c3cc(OC)cc(OC)c3)nn2c1N1CCCC1 | 0 | 0
CCC(C)[C@H](NC(=O)NCc1ccc(Cl)cc1)C(=O)OC (stereo partly specified) | 0 | 8
CC(C(=O)Nc1ccc2c(c1)OCO2)N(c1ccc(Cl)cc1)S(C)(=O)=O (stereo unspecified) | -13 | -1
CCOC(=O)CN1C(=O)c2ccccc2C1=O | 7 | 11
N#Cc1ccc(-c2cccnc2)nc1SCC(=O)Nc1sc2c(c1C#N)CCC2 | 0 | 7
CC(C)Oc1cccc(C(=O)Nc2ccc(CN3CCOCC3)cc2)c1 | 0 | 0
O=C(Nc1ccc2c(c1)OCCO2)c1cccnc1 | 4 | 16
C=CCNC(=O)COc1ccc(S(=O)(=O)NC2CCCCC2)cc1 | 0 | 6
CCn1c(SCC(=O)Nc2cc(NC(C)=O)ccc2OC)nnc1-c1cccnc1 | 3 | 7
CCCCOc1ccc(C(=O)Nc2ccc(N3CCN(C(C)=O)CC3)cc2)cc1 | 3 | 6
CCOC(=O)CSc1nc2sc3c(c2c(=O)[nH]1)CC(C)(C)OC3 | -9 | -13
Nn1c(SCC(=O)Nc2ccc3c(c2)OCCO3)nnc1C(F)(F)F | 0 | 0
O=C(CN1CCCCC1)Nc1ccc(S(=O)(=O)N2CCCCCC2)cc1 | -3 | 0
COc1cc(C(=O)Nc2ccccn2)cc(OC)c1OC | -2 | -1
CCOC(=O)Cc1csc(NC(=O)CCc2ccc(S(=O)(=O)N3CCOCC3)cc2)n1 | 0 | 0
Cc1nc2c(oc3ccccc32)c(=O)o1 | 0 | 0
COc1ccc(-c2nc(C#N)c(N3CCN(c4cccc(Cl)c4)CC3)o2)cc1OC | 3 | 8
CCOC(=O)CSc1nc(C)c2cc(OC)ccc2n1 | -2 | -14
CCCCOc1ccc(/C(O)=C2/C(=O)C(=O)N(CCCOC)C2c2ccncc2)cc1C (stereo unspecified) | -1 | 4
CCCCn1c(SCC(N)=O)nnc1-c1ccco1 | -4 | 4
COCCCn1cnc2c(c1=O)c1nc3ccccc3nc1n2-c1ccccc1 | 4 | 9
CCOc1cc(N2CCOCC2)c(OCC)cc1NC(=O)COC(=O)c1cc(C)oc1C | 5 | 11
Clc1ccc(NCc2nncn2-c2ccccc2)cc1 | 5 | 10
Cc1nc(=O)c(-c2ccccc2)c(C)n1-c1ccccc1O | 0 | 8
CCCCCCc1nc2ccccc2c(=O)n1N | 0 | 4
C=C(C)c1cccc(C(C)(C)NC(=O)Nc2ccc3[nH]c(=O)[nH]c3c2)c1 | 0 | 0
CNc1oc(Cc2ccccc2)nc1S(=O)(=O)c1ccccc1 | 8 | 2
O=C(OCc1ccc(F)cc1Cl)c1ccccn1 | 3 | 8
CC(O)Cn1ccccc1=N (stereo unspecified) | 2 | -18
CC1=Nn2c(nnc2-c2ccccc2F)SC1 | 2 | 6
CCC(NC(=O)NC1=NCCS1)(C(F)(F)F)C(F)(F)F | 1 | 4
CCSc1nnc(-c2ccc(S(=O)(=O)N3CCOCC3)cc2)n1CC1CCCO1 (stereo unspecified) | 4 | 11
CCOC(=O)Nc1ccc(NC(=O)c2c(OC)cccc2OC)cc1 | 4 | 16
c1ccc2oc(NC3=NCN(CC4CCCO4)CN3)nc2c1 (stereo unspecified) | -2 | 7
Nc1ccc2cn[nH]c2c1 | 1 | 1
Cc1cccc(NC(=O)CCN2CC(C)OC(C)C2)c1 (stereo unspecified) | 0 | 7
Cc1nnc(NC(=O)CSc2nnc(-c3ccoc3C)n2CC(C)C)s1 | 4 | 10
COc1nc(Nc2ccc(OC)c(Cl)c2)nc(OC)n1 | -3 | 4
COc1ccc(Cc2nnc(SCC(=O)c3ccc(OC)cc3)o2)cc1 | 0 | 0
Cc1nnc(SC(C)C(=O)Nc2ccc(S(=O)(=O)N3CCCCCC3)cc2)s1 (stereo unspecified) | 3 | 7
C=CCN(C(=O)CCC(=O)O)C1CC(=O)N(c2ccc(OC)cc2)C1=O (stereo unspecified) | 4 | 5
CCn1c(SC(=O)NC2CCCCC2)nnc1-c1cccs1 | 4 | 7
CC1CN(Cc2ccc(C#N)cc2Cl)CC(C)O1 (stereo unspecified) | 4 | 9
Cc1ccc(-n2c3c(cc(C(=O)NC4CCSC4=O)c2=O)C(=O)CCC3)cc1 (stereo unspecified) | 6 | -17
CC12CCC(C(=O)NCc3cccnc3)(OC1=O)C2(C)C (stereo unspecified) | 2 | 6
CCOC(=O)N(Cc1ccccc1)C(C(=O)O)C(C(=O)O)N(Cc1ccccc1)C(=O)OCC (stereo unspecified) | 1 | -10
COc1ccc(OC)c(NC(=O)CSC2=NCCS2)c1 | 0 | 0
CC1(C(=O)O)CC(C)(C(=O)O)CC(C)(C(=O)O)C1 (stereo unspecified) | 5 | 12
Cc1cc2ncn(CC(O)COc3cccc(C(=O)O)c3)c2cc1C (stereo unspecified) | 2 | 7
CC(C)C[C@H](NC(=O)Nc1cccc(Cl)c1)C(=O)O | -1 | 5
CCOC(=O)COc1cc2c(C(=O)OCC)c(C)oc2cc1Br | -2 | 4
COc1ccc(-c2cc(C(=O)OCC(=O)N(C)C)c3ccccc3n2)cc1 | 2 | -2
N#Cc1nc(-c2ccc(OCc3ccccc3)cc2)oc1N1CCOCC1 | 7 | 12
CCCn1c(=O)[nH]c(=O)c2c1nc(-c1ccccc1OC(F)F)n2CCOC | 1 | -17
CC(C)N(Cc1cc2ccccc2[nH]c1=O)C(=O)C1CCCCC1 | 4 | -18
O=C(c1coc(=O)c(Br)c1)N1CCOCC1 | 0 | 0
NC(=O)c1oc2ccc(Cl)cc2c1N | 5 | 16

Further compounds
SMILES | TNAP pNPP inh | TNAP Pi inh
CC1(C)CC(=O)C2=C(C1)Oc1ncn(CCCn3ccnc3)c(=N)c1C2c1ccccc1 (stereo unspecified) | 5 | 10
O=C(CN1C(=O)C2CC=CCC2C1=O)Nc1ccc(-c2nnc3n2CCCCC3)cc1 (stereo unspecified) | 0 | 8
O=C(CSc1ccccn1)Nc1ccc(Br)cn1 | 2 | 8
Cc1ccc(-n2nc(C)c3c2OC(N)=C(C#N)C3c2ccc(F)cc2)cc1 (stereo unspecified) | 3 | 11
CC1OC2C(OC1C)N(S(C)(=O)=O)CCN2S(C)(=O)=O (stereo unspecified) | 7 | 10
COc1ccc(S(=O)(=O)NCc2ccco2)c2ccccc12 | 6 | 5
OC(c1ccc(Cl)cc1Cl)C(Cc1cccnc1)n1cncn1 (stereo unspecified) | -1 | 5
COc1cccc(NC(=O)CSc2nc(N)cc(N)n2)c1 | -2 | 8
Cc1ccccc1NC(=O)CCC(=O)OCCCC(F)(F)C(F)(F)F | 5 | 16
CC(C)(C)NC(=O)/C=N/O | -4 | -2
CCCNC(=O)CCC(NS(=O)(=O)c1ccc(C)cc1)C(=O)NCCC (stereo unspecified) | 0 | 0
COC(=O)[C@@H](NC(=O)Nc1ccc2c(c1)OCCO2)C(C)C | 6 | 13
CCCCCCn1c(SCCN2CCOCC2)nc2c1c(=O)[nH]c(=O)n2C | -3 | -34
CCOC(=O)CS(=O)(=O)c1ccc2ccccc2c1 | 1 | 11
O=C(C1CCN(S(=O)(=O)c2ccc3ccccc3c2)CC1)N1CCN(c2ncccn2)CC1 | -7 | 4
O=C(O)CSc1nnc(-c2ccccc2)o1 | 2 | 7
Cn1c(SCC(=O)NCc2cccs2)nnc1-c1ccncc1 | 4 | 17
CN(C)c1nc(N)nc(CSc2nc3cc(Cl)ccc3o2)n1 | 0 | 0
O=C(COc1ccc(Br)cc1)Nc1ccc(-c2nnc(-c3ccco3)o2)cc1 | -6 | -1
O=C(CSc1nnc(-c2cccnc2)n1CCc1ccccc1)N1CCCCC1 | 2 | 14
O=C1CCCN1CCCNc1ccc(S(=O)(=O)N2CCCCC2)cn1 | 0 | 0
COc1ccc(-c2cc(-c3ccccc3)n3ncnc3n2)cc1 | 2 | 9
O=C(CSc1ncccn1)NCCc1ccccc1 | 2 | 7
CCCCOc1ccccc1C(=O)NCC(=O)O | 6 | 10

17 of these compounds in a different format:
| SMILES | TNAP pNPP inh | TNAP Pi inh |
| --- | --- | --- |
| COc1cccc(NC(=O)CSc2nc(N)cc(N)n2)c1 | -2 | 8 |
| Cc1ccccc1NC(=O)CCC(=O)OCCCC(F)(F)C(F)(F)F | 5 | 16 |
| CC(C)(C)NC(=O)/C=N/O | -4 | -2 |
| CCCNC(=O)CCC(NS(=O)(=O)c1ccc(C)cc1)C(=O)NCCC (stereo unspecified) | 0 | 0 |
| COC(=O)[C@@H](NC(=O)Nc1ccc2c(c1)OCCO2)C(C)C | 6 | 13 |
| CCCCCCn1c(SCCN2CCOCC2)nc2c1c(=O)[nH]c(=O)n2C | -3 | -34 |
| CCOC(=O)CS(=O)(=O)c1ccc2ccccc2c1 | 1 | 11 |
| O=C(C1CCN(S(=O)(=O)c2ccc3ccccc3c2)CC1)N1CCN(c2ncccn2)CC1 | -7 | 4 |
| O=C(O)CSc1nnc(-c2ccccc2)o1 | 2 | 7 |
| Cn1c(SCC(=O)NCc2cccs2)nnc1-c1ccncc1 | 4 | 17 |
| CN(C)c1nc(N)nc(CSc2nc3cc(Cl)ccc3o2)n1 | 0 | 0 |
| O=C(COc1ccc(Br)cc1)Nc1ccc(-c2nnc(-c3ccco3)o2)cc1 | -6 | -1 |
| O=C(CSc1nnc(-c2cccnc2)n1CCc1ccccc1)N1CCCCC1 | 2 | 14 |
| O=C1CCCN1CCCNc1ccc(S(=O)(=O)N2CCCCC2)cn1 | 0 | 0 |
| COc1ccc(-c2cc(-c3ccccc3)n3ncnc3n2)cc1 | 2 | 9 |
| O=C(CSc1ncccn1)NCCc1ccccc1 | 2 | 7 |
| CCCCOc1ccccc1C(=O)NCC(=O)O | 6 | 10 |

Next part.
SMILES | TNAP pNPP inh | TNAP Pi inh
COC(=O)C1=C(C)n2nnnc2NC1c1cc2ccccc2o1 (stereo unspecified) | 0 | -26
COc1ccc(C2/C(=C(/O)c3ccc(OC(C)C)cc3)C(=O)C(=O)N2CCCN2CCOCC2)cc1 (stereo unspecified) | 3 | 7
COCc1cc(C)nc2sc(C(=O)N3CCCC3)c(N)c12 | 2 | 9
O=C1/C(=N/n2cnnc2)c2ccccc2N1Cc1ccccc1 | 1 | -9
O=C(CCCSc1nc2sc3c(c2c(=O)[nH]1)CCC3)NCCO | 0 | 0
COc1ccc(N2C(=O)CC(Nc3ccc(N4CCOCC4)cc3)C2=O)c(OC)c1 (stereo unspecified) | -1 | 7
COC(=O)CSc1nc2cc(C)ccc2cc1C#N | -1 | 8
CCOC(=O)c1sc2nc(N3CCOCC3)c3c(c2c1N)CCCC3 | -3 | 6
CC1Cc2ccccc2N1C(=O)CSc1nc(-c2ccco2)cc(C(F)(F)F)n1 (stereo unspecified) | 5 | 10
CCOC(=O)c1sc(N(Cc2ccccc2)C(=O)CSc2nnc(C3CC3)n2N)nc1C | 3 | 9
Cn1c(SCC(=O)C(C)(C)C)nnc1-c1cccnc1 | 5 | 11
CC1CC(c2ccccc2)n2nc(NC(=O)c3ccco3)nc2N1 (stereo unspecified) | 6 | -5
O=C(COC(=O)C12CC3CC(CC(C3)C1)C2)N1CCN(S(=O)(=O)c2ccccc2)CC1 | 8 | 8
CCC(=O)Nc1ccccc1C(=O)OCC(=O)Nc1ccc(S(N)(=O)=O)cc1 | 1 | 4
Cn1c(=O)c2c(nc(Br)n2CCSc2nc3ccccc3o2)n(C)c1=O | 0 | 0
CCCCCC(=O)Nc1cc(N(C)C)nc2ccccc12 | 6 | -8
CCCOc1ccc(C(=O)Nc2ccc(N3CCN(C(C)=O)CC3)cc2)cc1 | -4 | 8
O=C(Nc1ccc(N2CCN(C(=O)c3ccco3)CC2)c(Cl)c1)c1c(F)c(F)c(F)c(F)c1F | 2 | 10
COC(=O)c1cc(OC)c(OC)cc1NC(=O)c1cc(C)on1 | 3 | 7
COc1cc(NC(=O)Cn2nnc(-c3ccncc3)n2)cc(OC)c1 | 2 | 8
CNC(=O)N(c1ccccc1)c1ccccc1 | 0 | -1
O=C(NCc1ccco1)c1nc2ccccc2s1 | 5 | 8
Cc1cccc(Nc2ccccc2C(=O)OCC(=O)N2CCOCC2)c1C | 4 | 18
CCOc1ccc(NC(=O)CSc2n[nH]c(=O)n2-c2ccccc2)cc1 | 4 | 19
CN(C)c1nc2ccc(OCCN3CCCCC3)cc2s1 | 7 | 10
CN(C)c1ccc(C=Nc2cnn(C)c2C(N)=O)cc1 | 2 | -7
O=C(CCC(=O)c1cccs1)Nc1nnc(C2CC2)s1 | 1 | 9
Clc1ccc(-c2nnc(NC3=NCCCCC3)o2)cc1 | 3 | 7
CC(C(=O)NCc1ccc2c(c1)OCO2)N(c1ccccc1)S(C)(=O)=O (stereo unspecified) | 4 | -20
COC(=O)CN(c1cccc(C(C)=O)c1)S(C)(=O)=O | -4 | 14
O=C(N1CCCCC1)C1(c2ccccc2)CCOCC1 | 2 | 4
Cc1cc(C)n(CC2CC(=O)N(c3cc(Cl)cc(Cl)c3)C2=O)n1 (stereo unspecified) | 2 | -16
COc1ccc(C(=O)C(CN2CCOCC2)c2ccccc2)cc1F (stereo unspecified) | -16 | -2
CN(C)S(=O)(=O)c1cccc(C(=O)OCC(=O)Nc2ccccc2OC(F)F)c1 | 0 | 0
COc1ccc(OC)c2c1CCC2=O | 2 | -6
O=c1c2ccccc2[nH]c(=S)n1CCN1CCN(Cc2ccccc2)CC1 | 5 | 13
CC1(N2CCCCC2)CC2(O)C(=[N+]1[O-])CCC/C2=N\O (stereo unspecified) | 6 | 2
CC(C)(C)c1ccc(Cn2nnc3c(=O)[nH]c(C4CCCN(C(=O)Cc5cccs5)C4)nc32)cc1 (stereo unspecified) | 4 | 7

Source: PubChem BioAssay
